# GLS inh = glutaminase GLS (human) inhibition; O94925; GLS enzymatic activity, qHTS titration; Potency, µM (series often up to 45.5 µM), for the others: top-dose activity change, negative = inhibition, actives largely listed as inhibitors; 410,000 tested, 0.21% active; AID 624170; further: potency means the concentration at half of the fitted maximal effect; on the % scale 0 is the no-effect control and ±100 the full control effect
#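 Glutamate formation by hKGA was monitored fluorometrically using coupled glutamate oxidase, HRP and Amplex Red. Substrate was added as 1 mM L-glutamine solution; incubation was 30 min at RT after an initial read.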
# BAZ2B inh = blocks human BAZ2B; Q9UIF8; AlphaScreen BAZ2B-H3K14Ac peptide displacement; Potency, µM (highest dose often 114 µM), without a hit: top-dose activity change, negative = inhibition, hits mostly inhibitors; 360,000 tested, 4.4% active; further: potency means the concentration at half of the fitted maximal effect; on the % scale 0 is the no-effect control and ±100 the full control effect; nearly all actives have a fitted effect of over 60% in size
#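 Complex of BAZ2B and biotin-H3K14Ac (50 nM apiece) forms over 30 min at RT, then faces library compounds up to 110 uM for another 30 min; AlphaScreen beads added, 20 min dark incubation, luminescence read.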
# JMJD2A Tudor inh = JMJD2A Tudor domain (human) inhibition | O75164 | AlphaScreen JMJD2A-Tudor / H3K4me3 peptide binding | Potency, µM (top dose mostly 114 µM), inactives show top-dose activity change, negative = inhibition, usual class: inhibitors | 390,000 tested, 4.4% active | AID 504339; further: potency means the concentration at half of the fitted maximal effect; on the % scale 0 is the no-effect control and ±100 the full control effect; nearly all actives have a fitted effect of over 50% in size
# Target sequence (O75164 whole entry, looked up, the tested form may be a part): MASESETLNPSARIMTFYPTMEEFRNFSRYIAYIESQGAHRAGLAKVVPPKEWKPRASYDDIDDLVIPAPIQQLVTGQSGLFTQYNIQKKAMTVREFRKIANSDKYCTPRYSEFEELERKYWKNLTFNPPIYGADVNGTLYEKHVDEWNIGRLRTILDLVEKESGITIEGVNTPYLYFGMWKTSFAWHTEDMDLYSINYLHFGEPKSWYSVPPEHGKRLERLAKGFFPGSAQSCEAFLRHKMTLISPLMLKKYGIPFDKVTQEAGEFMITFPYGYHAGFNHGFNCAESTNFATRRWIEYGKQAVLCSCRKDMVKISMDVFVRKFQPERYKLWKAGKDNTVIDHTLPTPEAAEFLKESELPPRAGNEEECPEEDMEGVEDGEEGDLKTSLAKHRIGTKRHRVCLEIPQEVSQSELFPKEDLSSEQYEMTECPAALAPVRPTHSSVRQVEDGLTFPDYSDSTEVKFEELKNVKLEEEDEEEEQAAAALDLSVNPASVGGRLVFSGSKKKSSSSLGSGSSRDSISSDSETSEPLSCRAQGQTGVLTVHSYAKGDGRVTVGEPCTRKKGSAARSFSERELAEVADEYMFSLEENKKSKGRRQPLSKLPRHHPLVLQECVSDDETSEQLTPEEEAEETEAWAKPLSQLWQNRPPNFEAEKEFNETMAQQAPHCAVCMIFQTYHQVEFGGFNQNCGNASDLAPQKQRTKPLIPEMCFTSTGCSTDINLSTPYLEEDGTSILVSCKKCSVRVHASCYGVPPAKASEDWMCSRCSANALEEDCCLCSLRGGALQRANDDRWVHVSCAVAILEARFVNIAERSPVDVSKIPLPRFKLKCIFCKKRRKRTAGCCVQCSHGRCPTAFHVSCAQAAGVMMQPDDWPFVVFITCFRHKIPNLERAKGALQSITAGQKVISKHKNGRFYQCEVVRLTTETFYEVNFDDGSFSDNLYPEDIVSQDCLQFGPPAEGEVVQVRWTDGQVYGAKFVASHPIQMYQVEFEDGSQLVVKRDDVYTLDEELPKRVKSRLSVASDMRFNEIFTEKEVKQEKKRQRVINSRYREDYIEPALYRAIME
# HP1b binding inh = blocks HP1-beta chromodomain binding to methylated histone tails; AID 540317; Potency, µM (series often up to 114 µM), inactives show top-dose activity change, negative = inhibition, most hits filed as inhibitors; 390,000 tested, 0.56% active; AlphaScreen HP1-beta / biotin-H3K9me3 peptide binding; P83916; further: potency means the concentration at half of the fitted maximal effect; nearly all actives have a fitted effect of over 70% in size; inactives centre near 23
#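 AlphaScreen: HP1-beta (50 nM) preformed 30 min with biotin-H3(1-18)K9me3 peptide (50 nM) in PBS pH 7.4, 0.01% Tween-20. Compound added for 30 min at RT, then streptavidin donor/nickel chelate acceptor beads (10 ug/mL) for 30 min.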
# ERG Ets-DNA blk = inhibitors of human ERG Ets domain-DNA interaction. fluorescence polarization, His-ERG Ets domain / labelled DNA. Potency, µM (titrated, usually from 76.9 µM), for the others: at the highest dose FP activity, negative = inhibition, actives largely listed as inhibitors. 370,000 tested, 0.028% active. AID 624246; active means well fitted inhibition curve with a large enough effect in the polarisation, with a control signal flat; inconclusive means small, poorly fitted or top-dose-only effect, or effect the other way, or a change in a side signal; inactive means no such curve, though single readings can be large or run the other way; the % refers to the polarisation;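 further: polarization taken with two DNA probes labelled with fluorescein and Texas red; potency means the concentration at half of the fitted maximal effect; % of control where 0% means no effect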
#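 His-tagged ERG Ets domain (1 uM in the protein solution; 300mM KCl, 50mM Tris-HCl, 1mM EDTA, 1mM DTT, pH 7.5) received compound, then a probe mix of 5 nM fluorescein-DNA and 100nM Texas-615-DNA. Fluorescence polarization was read for both dyes.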
# PI4K2A block = blocks human PI4K2A kinase activity | Q9BTU6 | purified PI4K2A, ADP-Glo luminescence, 1 h; stronger effect = lower value | activity change, negative = inhibition, % at 76.9 µM | 420,000 tested, 0.13% active | AID 1346378; in the data active means activity change below about -50%; inconclusive means mostly about -30% to -49%;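 further: -100% = wells without enzyme as full effect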
#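 Compounds are screened against recombinant PI4K2A using PI as substrate and ATP, the latter dispensed at 300 microM. Reactions run one hour at ambient temperature before ADP-Glo detection; full inhibition defined by wells lacking enzyme.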
# RGS4 inh = inhibitors of human regulator of G protein signaling 4. Potency, µM (doses to about 114 µM), without a hit: top-dose activity change, negative = inhibition, actives largely listed as inhibitors. Transcreener GDP fluorescence polarization, RGS4-accelerated GTP hydrolysis. 390,000 tested, 0.039% active. P49798; further: potency means the concentration at half of the fitted maximal effect; on the % scale 0 is the no-effect control and ±100 the full control effect; nearly all actives have a fitted effect of over 75% in size; some results filed as inactive show a strong effect at the top dose
#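 MLSMR compounds (23 nl, pin-transferred) preincubated 10 min at room temperature with a 500nM (2x) first reagent, then RGS4 at 900nM (2x) plus Transcreener GDP mix added; fluorescence polarization (620/688 nm) read before and after 90 min at 30 °C.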
# 12-LOX inh = blocks human arachidonate 12S-lipoxygenase; P18054; purified 12hLO, xylenol orange hydroperoxide absorbance; Potency, µM (highest dose often 108 µM), inactives show top-dose activity change, negative = inhibition, most hits filed as inhibitors; 580,000 tested, 1.1% active; further: potency means the concentration at half of the fitted maximal effect; on the % scale 0 is the no-effect control and ±100 the full control effect
#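 Purified human 12hLO at 150 nM in 25 mM Hepes, 0.01% Triton X-100, pH 7.0, preincubated 15 min at room temperature with compound. Reaction started with 40 uM arachidonic acid, 30 min at room temperature. Hydroperoxide measured by Fe-xylenol orange, 573/405 nm absorbance ratio.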
# G9a block = inhibitors of human histone lysine methyltransferase G9a. 350,000 tested, 8.8% active. G9a H3K9 monomethylation, AlphaScreen, 2 h. Potency, µM (series often up to 102 µM), for the others: at the highest dose activity, negative = inhibition, most hits filed as inhibitors. Q96KQ7; further: potency means the concentration at half of the fitted maximal effect; on the % scale 0 is the no-effect control and ±100 the full control effect; nearly all actives have a fitted effect of over 75% in size
#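 Chemiluminescent proximity detection of H3K9 monomethylation, read after 10 min bead incubation in the dark. Reaction: 20 nM G9a, 500 nM biotin-H3K9 peptide, 20 uM SAM cofactor, 2 h, room temperature, following 15 min enzyme-compound preincubation.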
# * marks the source's active call; other numbers are inactive results; ? = inconclusive; . = no result given; [ ] = dose if it differs, or a comment. Unless noted, the call rests on the fitted dose curve; in most records, active means well fitted curve in the direction sought with a large enough effect; inconclusive means small, poorly fitted or top-dose-only effect, or another doubt; inactive means no such curve, though single readings can be large; an effect the other way counts as inactive or inconclusive. A portion of the library; count on the stated rates, not on these rows.
SMILES,GLS inh,BAZ2B inh,JMJD2A Tudor inh,HP1b binding inh,ERG Ets-DNA blk,PI4K2A block,RGS4 inh,12-LOX inh,G9a block
Cn1c(N)c(C(=O)COC(=O)/C=C/c2ccc(OC(F)F)cc2)c(=O)n(C)c1=O,13%,0%,-4%[11.4 µM],35%[activator],-1%,-3,-51%,9%,-27%
COc1ccc(N(CC(=O)N2CCN(c3cccc(OC)c3)CC2)S(=O)(=O)c2c(C)noc2C)cc1,14%,.,-30%,12%,3%,2,23%,-16%,-4%[59 µM]
COC(=O)CC1(c2cccc3ccccc23)C(=O)c2ccccc2C1=O,9%,?,?,-19%,-1%,1,-10%,0%,13%[12.7 µM]
COCc1c(C(=O)OCC(=O)NCCN2C(=O)CSC2=O)oc2ccccc12,12%,-3%,-13%,17%,0%,-4,21%,?,-50%[59 µM]
Cc1cc(O)c(C(c2ccccc2)N2CCN(c3ccccc3F)CC2)c(=O)n1Cc1ccco1 (stereo not drawn),9%,-38%,?,19%[57 µM],-1%,2,-15%,7%,?
Cc1ccnc(NS(=O)(=O)c2ccc(NC(=O)CSc3nc(-c4ccccc4)cc(=O)[nH]3)cc2)n1,-20%,-3%,-13%,20%,-16%,1,-12%,6%,0%
O=S(=O)(NCc1nnc2c(C(F)(F)F)cc(Cl)cn12)c1ccccc1,0%,-13%,-11%,27%,2%,3,-10%,0%,-2%[0.501 µM]
CC(C)NC(=O)CN(C(=O)CCC(=O)Nc1nccs1)c1ccc(C(C)C)cc1,-5%,?,-7%,53%[activator],4%,-10,-10%,0%,0%
Cc1cccc(N2CCN(C(=S)NCc3ccco3)CC2)c1C,16%,?,-35%,-35%,13%,-3,-39%,-21%,?
NC(=O)Cn1cc(/C=N\NS(=O)(=O)c2ccc(Cl)cc2)c2ccccc21,11%,-13%,-18%,39%,1%,2,10%,-27%,32%
Cc1ccc(CNC(=O)CSc2nc3ccccc3nc2Cc2ccc(C)cc2)cc1,8%,5%,-14%,22%[57 µM],-4%,12,1%,-23%,18%[59 µM]
CC(C)c1csc(CN2CCN(Cc3ccc(F)cc3)C(CCO)C2)n1 (stereo not drawn),0%,6%,-3%,30%,1%,-6,-21%,2%,.
COc1ccc(-c2cc(C(=O)Nc3ccc(C#N)cc3)no2)cc1,8%,5%,-30%,27%,3%,-3,8%,-21%,15%[59 µM]
CC(=O)OC(C(=O)Nc1ccccc1)C(C)S(=O)(=O)c1ccccc1 (stereo not drawn),-1%,2%,5%,38%,-3%,5,5%,?,0%
COc1ccc(C(C)C)cc1S(=O)(=O)N1CCN(c2ccccc2)CC1,-1%,-27%,-11%,18%,-5%,-5,-1%,-7%,-11%
O=C(NCCN1CCOCC1)c1cc(-c2cccc(Cl)c2)on1,-17%,-1%,-7%,26%,7%,1,-20%,12%,-10%
CCc1ccc(NC(=S)N(Cc2ccc(Cl)cc2)Cc2ccc(C(=O)O)cc2)cc1,6%,-13%,-30%,-17%,-2%,-6,-11%,40µM*,-36%
Clc1cccc(Cl)c1CON/C=N/c1ncnc2sccc12,18%,11%,14%,71%[activator],-2%,1,-14%,29%,47%[59 µM]
c1ccc(Cn2cc(CN3CCCO3)c(-c3ccc4c(c3)OCO4)n2)cc1,-1%,-15%,-11%,29%,-1%,7,6%,2%,0%
Cn1nc(C(=O)NNC(=O)C(CCC(N)=O)NS(=O)(=O)c2ccc(Cl)cc2)c2ccccc2c1=O (stereo not drawn),-1%,-7%,-17%,33%,119%[activator],6,-27%,5%,?

# Gathered by group: those above containing an aryl thioether with sulfur outside any ring (two)
SMILES,GLS inh,BAZ2B inh,JMJD2A Tudor inh,HP1b binding inh,ERG Ets-DNA blk,PI4K2A block,RGS4 inh,12-LOX inh,G9a block
Cc1ccnc(NS(=O)(=O)c2ccc(NC(=O)CSc3nc(-c4ccccc4)cc(=O)[nH]3)cc2)n1,-20%,-3%,-13%,20%,-16%,1,-12%,6%,0%
Cc1ccc(CNC(=O)CSc2nc3ccccc3nc2Cc2ccc(C)cc2)cc1,8%,5%,-14%,22%[57 µM],-4%,12,1%,-23%,18%[59 µM]

# Entries listed so far that have an aryl methoxy group, in the order listed:
SMILES,GLS inh,BAZ2B inh,JMJD2A Tudor inh,HP1b binding inh,ERG Ets-DNA blk,PI4K2A block,RGS4 inh,12-LOX inh,G9a block
COc1ccc(N(CC(=O)N2CCN(c3cccc(OC)c3)CC2)S(=O)(=O)c2c(C)noc2C)cc1,14%,.,-30%,12%,3%,2,23%,-16%,-4%[59 µM]
COc1ccc(-c2cc(C(=O)Nc3ccc(C#N)cc3)no2)cc1,8%,5%,-30%,27%,3%,-3,8%,-21%,15%[59 µM]
COc1ccc(C(C)C)cc1S(=O)(=O)N1CCN(c2ccccc2)CC1,-1%,-27%,-11%,18%,-5%,-5,-1%,-7%,-11%

# More records
SMILES,GLS inh,BAZ2B inh,JMJD2A Tudor inh,HP1b binding inh,ERG Ets-DNA blk,PI4K2A block,RGS4 inh,12-LOX inh,G9a block
COc1ccc(C(C(=O)NC2CCCCC2)N(C(=O)c2sc(C)nc2C)c2ccc(OC)cc2)cc1 (stereo not drawn),21%,7%,-18%,7%,.,-13,5%,?,24%[12.7 µM]
CC(=O)c1sc2nc(CSc3nncn3C)[nH]c(=O)c2c1C,4%,-31%,-10%,0%,-7%,2,-2%,-22%,-50%
O=C(Nc1ccc([N+](=O)[O-])cn1)c1cc(-c2cccc(Cl)c2)nc2ccccc12,-1%,-31%,?,-16%,-2%,4,-33%,-4%,?
CC(C)(C)c1nnc(SCC(=O)Nc2ccc(N3CCCCC3)cc2)n1N,47%[activator],?,?,-9%,1%,0,-6%,5%,-2%[2.33 µM]
Cc1ccc(S(=O)(=O)N(CC(=O)N2CCOCC2)c2ccccc2F)cc1,-1%,7%,1%,-15%,54%[activator],-1,-20%,0%,-20%
COc1ccc(O)c(/C=N/NC(=O)CCC(=O)Nc2ccc(F)cc2)c1,?,-12%,-5%,29%,5%,4,11%,22%,21%[0.501 µM]
O=C(CN1CCN(Cc2ccccc2)CC1)N/N=C\C=C/c1ccco1,9%,2%,-12%,18%,4%,-6,-37%,-7%,?
CCOc1ccc(/C=C/C(=O)N(C)CC(=O)Nc2cccc(F)c2)cc1OCC,5%,11%,-19%,26%,-10%,-1,1%,-3%,-4%
O=C(NS(=O)(=O)c1ccccc1)c1ccccc1,.,-3%,0%,26%,-7%,1,-20%,?,-3%[59 µM]
CCOc1ccc2nc(NC(=O)CN3C(=O)C4CCCCC4C3=O)sc2c1 (stereo not drawn),5%,4%,-20%,10%,0%,-2,-5%,-4%,?
C=CCn1c(SCC(=O)NCC2CCCO2)nnc1C1CCCCC1 (stereo not drawn),-13%,-4%,?,50%[activator],7%,1,-12%,-16%,?
O=C(CC1C(=O)NCCN1C(=O)Nc1ccc(F)cc1F)Nc1cc(Cl)ccc1Cl (stereo not drawn),13%,-11%,-3%,22%,-1%,2,6%,0%,-4%[59 µM]
CCCCSc1nc2sc3c(c2c(=O)n1-c1ccc(OC)cc1)CCN(C)C3,-25%,-27%,?,1%,5%,1,-35%,?,?
Cc1ccc(NC(=S)Nc2ccc(F)cc2)cc1,3%,3%,-17%,7%,-9%,5,-9%,?,0%
CCn1c(COc2ccccc2C)nnc1SCC(=O)NCc1ccccc1,-3%,-3%,-6%,31%[activator],5%,9,-19%,-9%,-13%
Cn1c2c(c(=O)n(C)c1=O)C(c1ccc(Br)cc1)C(C#N)=C(N)N2 (stereo not drawn),-1%,-6%,-8%,79%[activator],0%,2,-2%,?,-1%
O=C(c1ccc(F)cc1)c1cn(Cc2ccccc2)c2cc3c(cc2c1=O)OCO3,1%,-26%,-9%,5%,-1%,-3,-6%,-7%,3%[59 µM]
CN(CCOc1ccc(Cl)cc1)Cc1cccc(S(=O)(=O)N(C)C)c1,-19%,-23%,-14%,23%,2%,1,-8%,-7%,11%
COc1ccccc1C(C)NC(=O)CCC(=O)N1CCN(S(=O)(=O)c2ccc(Cl)cc2)CC1 (stereo not drawn),10%,.,-12%,19%,-1%[15.4 µM],4,8%,-6%,.
CN1C(=O)N(CC(=O)N2CCN(c3ncccn3)CC2)C(=O)C12CCCCC2,-10%,-4%,5%,36%,-3%,-3,-9%,-4%,-46%
CCCC(=O)Nc1ccc(N2CCN(C(=O)c3cc4ccccc4o3)CC2)cc1,3%,-3%,-8%,19%,-11%,-1,-24%,-1%,-33%
CC1(C)CC(NC(=O)c2cccc(Cl)c2)CC(C)(C)N1,-3%,0%,-2%,17%,0%,-23,-5%,-6%,19%
O=C(NCCCN1CCCC1=O)c1csc2ccccc12,-4%,5%,-3%,41%[activator],-15%,-3,-14%,11%,-2%[59 µM]
COC(=O)c1ccc(NC(=O)CN(C)Cc2cccc(F)c2)cc1,-15%,-5%,-6%,55%[activator],8%,2,2%,1%,-11%[59 µM]

# Screening data: PubChem BioAssay, National Center for Advancing Translational Sciences (NCATS)
